miR122 inh: blocks miR-122 activity in Huh7 sensor cells; activation (reporter increase), % at 12.5 µM; 340,000 compounds, 0.3% hits; Huh7 miR-122 Renilla luciferase sensor, 48 h; neutral wells = 0, positive control = 100; AID 602342;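 active means mean replicate activation score at least 90 and every replicate individually at or above 90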;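 further: higher luciferase means less miR-122 activity so hits act as miR-122 inhibitors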
Cneo AK release: Cryptococcus neoformans lysis via adenylate kinase release. AID 651654. lysis activity, % at 15 µM. C. neoformans lysis, adenylate kinase release luminescence, 4 h; normalised: neutral wells 0, clomiphene wells 100. 360,000 compounds, 0.2% hits;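 active means mean lysis activity across replicates of at least 80%, whatever share of replicates individually reach that level; inactive means mean lysis activity below 80%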
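Material – Cryptococcus neoformans yeast cells · Quantity – 5 × 10^6 yeast cells/mL · Buffer or medium – YPD medium · Compound – single dose · Timing – 4 h static compound exposure, 37 °C, read 1 h post-reagent · Signal – adenylate kinase release luminescence · Read-out basis – lysis from increased AK signal · Benchmarks – Clomiphene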
PglD DTNB: PglD (C. jejuni) enzyme inhibition; 360,000 compounds, 0.098% hits; purified PglD enzyme, DTNB colorimetric CoA detection; inhibition, % at 12.5 µM; AID 602405; in the data active means inhibition above about 16%, passing the limit was not always enough; further: strong numbers were not always called active
E-sel inducer: E-selectin induction on HUVECs; P16581; HUVEC E-selectin immunofluorescence imaging; normalized: neutral wells 0, TNF-alpha wells 100; activation, % at 7.58 µM; 260,000 compounds, 0.37% hits;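 active means mean E-selectin-positive cell signal at least 10% of the positive control, reached in at least 60% of replicates, without over 20% cell loss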;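 further: in these data hits start at about 27%; measured in HUVEC primary endothelial cells; signal is the percent of cells scored E-selectin positive by PE staining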
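System: HUVEC, human umbilical vein endothelial cells; quantity: 3,000 cells/well; buffer or medium: EGM-2 medium, gelatin-coated wells; dosing: single-point compound dose; detection: immunofluorescence imaging; evaluation: % PE-positive cells; benchmarks: TNF-alpha, DMSO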
RAD54 inh: inhibitors of human RAD54 branch migration; inhibition, % at 10.4 µM; 360,000 compounds, 0.14% hits; RAD54 Holliday junction branch migration, FAM/BHQ fluorescence; AID 602329; Q92698;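 active means mean normalized replicate activity at least 40 and at least half of replicates scoring 40 or more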;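 further: 0% = median of neutral control wells and 100% = median of positive control wells; inhibitors cause a drop in the FAM fluorescence signal; in these data hits start at about 50%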
PGC1a acetyl inh: lowers PGC1a acetylation signal in U2OS cells | 350,000 compounds, 0.17% hits | inhibition, % at 15.6 µM | AlphaScreen anti-acetyl-lysine; with virally co-expressed GCN5 acetyltransferase;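 active means every replicate shows inhibition of at least 40%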;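 further: 0% = neutral control wells and 100% = positive control wells; some results beyond the cut were filed as inactive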
ERAP1 HTS inh: inhibitors of human ERAP1 aminopeptidase. recombinant ERAP1, Leu-AMC fluorescence, 60 min. inhibition, % at 10.7 µM. 340,000 compounds, 0.15% hits;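 active means mean replicate inhibition of at least 30%, or all replicates individually reaching that 30% level; inactive means mean below 30% and not every replicate reaching it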;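 further: 0% = neutral control wells and 100% = L-leucinethiol positive control wells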
Target sequence (Q9NZ08 whole entry, looked up): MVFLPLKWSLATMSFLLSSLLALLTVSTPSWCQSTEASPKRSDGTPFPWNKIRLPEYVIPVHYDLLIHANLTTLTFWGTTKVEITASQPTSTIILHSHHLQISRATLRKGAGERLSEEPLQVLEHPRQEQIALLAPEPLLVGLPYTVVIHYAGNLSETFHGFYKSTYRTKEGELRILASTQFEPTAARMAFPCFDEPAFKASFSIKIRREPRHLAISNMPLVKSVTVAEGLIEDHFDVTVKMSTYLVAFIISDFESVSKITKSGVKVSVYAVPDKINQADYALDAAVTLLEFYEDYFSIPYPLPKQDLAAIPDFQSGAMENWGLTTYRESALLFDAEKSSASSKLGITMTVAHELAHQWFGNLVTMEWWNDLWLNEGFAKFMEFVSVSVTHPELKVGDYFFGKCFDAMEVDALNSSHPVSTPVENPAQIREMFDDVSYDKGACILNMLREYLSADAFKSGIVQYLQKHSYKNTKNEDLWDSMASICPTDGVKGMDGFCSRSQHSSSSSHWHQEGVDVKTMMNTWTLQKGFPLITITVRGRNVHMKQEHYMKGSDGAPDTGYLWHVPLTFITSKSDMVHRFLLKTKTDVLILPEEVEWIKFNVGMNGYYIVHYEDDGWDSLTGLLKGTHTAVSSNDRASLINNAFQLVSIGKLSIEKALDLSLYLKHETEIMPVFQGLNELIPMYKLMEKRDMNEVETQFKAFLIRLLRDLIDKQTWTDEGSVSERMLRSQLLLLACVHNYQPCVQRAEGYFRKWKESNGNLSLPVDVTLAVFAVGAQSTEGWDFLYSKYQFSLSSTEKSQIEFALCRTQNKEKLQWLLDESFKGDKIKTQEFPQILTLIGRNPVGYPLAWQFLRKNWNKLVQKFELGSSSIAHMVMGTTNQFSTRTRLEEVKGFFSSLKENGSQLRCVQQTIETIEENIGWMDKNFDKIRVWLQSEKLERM
RAD52 anneal inh: inhibitors of human RAD52 DNA annealing; recombinant RAD52 DNA annealing, FRET fluorescence; inhibition, % at 18.7 µM; 360,000 compounds, 0.46% hits;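 active means every replicate showing at least 50% inhibition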
An asterisk follows results filed as active; / = not tested or not shown; [ ] = remark or other dose. Compounds as they come (roughly 1.4% active in at least one column).

SMILES	miR122 inh	Cneo AK release	PglD DTNB	E-sel inducer	RAD54 inh	PGC1a acetyl inh	ERAP1 HTS inh	RAD52 anneal inh
C[C@@H]1CN([C@@H](C)CO)S(=O)(=O)c2ccc(C#CC3CCCC3)cc2O[C@H]1CN(C)C(=O)Cc1ccncc1	22[16.7 µM]	5	0	16	-4	-8	-1	-41
COc1cc(-c2noc(-c3cccc(Cl)c3)n2)cc(OC)c1OC	-6	2	5	/	3	-4	/	/
COc1cccc(CN2CCC2(C)C(=O)Nc2ccc(C)cc2)c1F (configuration not stated)	5	-1	-1	-0.8	10	2	0	-4
CCC(=O)Nc1ccc2c(c1)OC[C@@H](C)N(C(=O)CC1CC1)C[C@H](C)[C@H](OC)CN(C)C2=O	/	/	/	-0.2	/	2	-2	2
C[C@@H]1CN([C@@H](C)CO)C(=O)c2cccc(NC(=O)NC3CCCCC3)c2O[C@@H]1CN(C)C(=O)Nc1ccc(C(F)(F)F)cc1	-6[16.7 µM]	-4	0	0.2	-2	13	-1	19
COc1ccc(CNC(=O)c2sc(=O)n(Cc3ccc(S(=O)(=O)N(C)C)cc3)c2C)cc1	/	-1	3	/	2	/	/	-35
O=C(N[C@H]1CC[C@@H](CCn2cc(-c3ccccn3)nn2)O[C@@H]1CO)c1cccnc1	/	-1	0	0.2	13	1	-3	-11
O=C(COc1ccc2c3c(c(=O)oc2c1)CCC3)N[C@@H](Cc1ccccc1)C(=O)O	-4	0	2	/	-15	2	-1	-7
CCOC(=O)Cc1csc(NS(=O)(=O)c2ccc(SC)cc2)n1	/	/	/	0.5	/	12	-7	-21
COc1ccc(CC(=O)N[C@@H](CCSC)C(=O)N2CCC3(CC2)NCCc2[nH]cnc23)cc1	-4	-5	-5	/	-6	-6	-4	-6
C/C(CC(C)(C)c1ccccc1)=N\NS(=O)(=O)c1ccccc1	4	-18	1	/	5	1	6	-27
COc1ccc(S(=O)(=O)N(C)C[C@@H]2Oc3ccc(NC(=O)C4CCCCC4)cc3C(=O)N([C@H](C)CO)C[C@H]2C)cc1	1[16.7 µM]	-3	0	0.3	5	-4	1	-10
Cc1ccc(NC(=S)NC2CC3CCCC(C2)N3Cc2cccs2)cc1 (configuration not stated)	/	3	7	/	5	-7	-3	3
CCCCn1c(=O)[nH]c(=O)c2c1nc(-c1cccc(OC)c1)n2C	/	0	2	0.2	0	/	4	-8
N#C/C(C(=O)N1CCCC1)=C1/N=C(N)c2ccccc21	-4	2	-2	/	-15	/	0	7
CN1c2ccc(Br)cc2[C@@H]2[C@@H](CCN2S(=O)(=O)c2ccc(F)cc2)[C@@H]1CO	-7[16.7 µM]	-7	2	2.0	-1	-34	0	-7
O=C(CCn1cnnn1)Nc1ccccc1F	3	0	-1	-0.3	-2	6	1	-15
COC(=O)c1sccc1NC(=S)NCc1ccc(Cl)cc1	63	25	3	0.9	10	-2	/	-21
COc1ccc(S(=O)(=O)N(C)C[C@@H]2Oc3c(NC(=O)c4cnccn4)cccc3C(=O)N([C@@H](C)CO)C[C@@H]2C)cc1	2[16.7 µM]	-1	11	5.3	0	-7	2	-14
CNc1oc(-c2ccccc2F)nc1S(=O)(=O)c1ccc(C)cc1	16	2	2	-0.4	-4	-7	-5	2
C[C@@H](NC(=O)[C@@H]1[C@@H](CO)[C@@H]2Cn3c(ccc(C4=CCCC4)c3=O)[C@@H]2N1C)c1ccccc1	2[16.7 µM]	-2	-2	0.0	0	/	1	-32
Cc1ccc(S(=O)(=O)NCC2CCC(C(=O)O)CC2)cc1 (configuration not stated)	-6	/	/	/	/	-7	-2	-10
Cc1ccccc1-c1ccc2c(c1)O[C@@H](CN(C)C(=O)Nc1ccc(C(F)(F)F)cc1)[C@H](C)CN([C@H](C)CO)S2(=O)=O	45[16.7 µM]	5	1	-0.2	-1	-12	-3	15
CCOc1ccc(C(=O)C(C)OC(=O)Cn2c(C)csc2=O)cc1 (configuration not stated)	-8	/	/	-3.8	/	/	-1	2
CCN(C(=O)CN1CCC(C(=O)OC)CC1)c1c(N)n(Cc2ccccc2)c(=O)[nH]c1=O	-5	0	5	/	-2	4	-1	-31

(more compounds)
SMILES	miR122 inh	Cneo AK release	PglD DTNB	E-sel inducer	RAD54 inh	PGC1a acetyl inh	ERAP1 HTS inh	RAD52 anneal inh
COc1ccc(S(=O)(=O)Nc2cccc3c2O[C@@H](CN(C)C(=O)Nc2ccc(C(F)(F)F)cc2)[C@H](C)CN([C@H](C)CO)C3=O)cc1	15[16.7 µM]	-2	-2	-0.1	1	2	-2	-43
Cc1c(C(=O)Nc2cccc(S(=O)(=O)N3CCOCC3)c2)oc2ccc(Br)cc12	-3	-1	4	0.1	1	1	0	-10
O=C(CCS(=O)(=O)c1ccc(Br)cc1)N1CCN(c2ccccc2)CC1	-11	8	-5	/	-9	3	/	/
Cc1noc(C)c1S(=O)(=O)N(C)C[C@H]1Oc2c(NC(=O)c3cnccn3)cccc2C(=O)N([C@H](C)CO)C[C@H]1C	2[16.7 µM]	2	1	0.0	6	7	6	3
COc1ccc(C(=O)c2c(C)oc3ccc(O)cc23)c(OC)c1	-3	-3	1	/	-12	-8	1	-8
O=C(Nc1ccccc1C(=O)N1CCN(Cc2ccccc2)CC1)c1ccccc1	-7	-2	4	2.3	2	2	-6	-1
S=c1[nH]nc(-c2cccs2)n1/N=C/c1cn(-c2ccccc2)nc1-c1cccs1	-3	-4	3	0.5	8	9	-1	-13
Cc1ccccc1OCCSc1nnc(C)n1-c1ccccc1	-2	-3	-2	/	0	/	/	/
Cc1ccc(C)c(N2CCN(C(=O)CSc3ccsc3[N+](=O)[O-])CC2)c1	-1	-1	2	/	-6	-9	/	/
CCCCn1c(N)c(N(CC)C(=O)CN2C(=O)NC(C)(c3ccccc3)C2=O)c(=O)[nH]c1=O (configuration not stated)	4	0	-7	0.0	4	5	0	1
Cc1ccccc1OCC1Cc2c(nc(N)c(C#N)c2N)O1 (configuration not stated)	2	-1	7	/	8	-1	/	/
CN(CC(=O)Nc1ccc(F)c(F)c1F)C(=O)/C=C/c1ccc(Cl)cc1	1	/	-4	/	4	11	/	/
CO[C@H]1CN(C)C(=O)c2cc(NS(C)(=O)=O)ccc2OC[C@H](C)N(C(=O)CN(C)C)C[C@@H]1C	1[16.7 µM]	-4	0	0.4	-6	-5	-5	1
CCOC(=O)c1cc(C)sc1NC(=O)C1CCC1	7	-2	-1	/	4	/	/	/
CCOc1ccccc1CNC(=O)Cn1c(=O)oc2ccccc21	-3	-1	-4	-1.4	16	-9	2	-6
Clc1nnc(N2CCCCC2)c2ccccc12	4	1	-5	/	-5	-3	2	-7
COC1CC(N)C2OC(c3ccccc3)OCC2O1 (configuration not stated)	-2	-13	0	/	-3	-4	-2	-7
Cn1c(SCC(=O)NCCC2=CCCCC2)nnc1C(F)(F)F	-3	0	-3	-1.1	4	/	-2	-53
N#Cc1ccc2sn(-c3ccccc3)c(=O)c2c1	-1	0	-2	/	-7	/	/	-1
CCOC(=O)Cn1c(O)c(N=NC(=O)CNC(=O)Cc2ccccc2)c2ccccc21	-4	1	4	/	-8	-10	-1	-10
COc1cc(S(=O)(=O)Nc2ccccc2C)ccc1Cl	31	0	2	/	1	0	/	/
CC(C)(C)c1nnc2sc(SC/C(O)=C(\C#N)c3nc4ccccc4[nH]3)nn2c1=O	2	-2	8	-0.3	0	-21	/	/
CCCCOc1ccc(C(O)(CC)CCN2CCOCC2)cc1 (configuration not stated)	-7	-1	-4	/	-12	1	/	/
COc1ccc(CC(=O)c2ccc(OC)c(OC)c2C)cc1OC	-1	-1	0	-0.7	-19	3	2	-3
c1ccc(CNc2ncnc3c2oc2ccccc23)nc1	-2	-2	9	/	8	14	/	/

Continued:
SMILES	miR122 inh	Cneo AK release	PglD DTNB	E-sel inducer	RAD54 inh	PGC1a acetyl inh	ERAP1 HTS inh	RAD52 anneal inh
Cc1ccc(-c2csc(NC(=S)NC(=O)c3cc4ccccc4o3)n2)cc1	4	-2	0	/	8	/	/	/
Cn1cnc(S(=O)(=O)N2CCCCN3[C@H](CO)[C@H](c4ccc(-c5ccccc5)cc4)[C@@H]3C2)c1	0[16.7 µM]	0	4	-0.1	-2	2	-2	7
COc1c(/C=N/Nc2nc(N3CCCCC3)nc(N3CCCCC3)n2)cccc1[N+](=O)[O-]	-8	0	-5	/	9	-12	/	/
O=S(=O)(c1ccc(F)cc1)N1CCN(CC(O)COc2ccccc2F)CC1 (configuration not stated)	0	3	3	/	1	11	3	-3
CN1CCN(/N=C/c2ccc(Br)cc2)CC1	-4	1	4	1.2	-7	/	-1	-2
Fc1ccc(-n2nnc(-c3ccnc4ccccc34)n2)cc1	/	-25	1	/	7	/	-4	-13
O=C(Nc1ccccc1C(=O)N/N=C/c1ccccc1)c1ccco1	-2	-6	-4	/	-1	-9	2	-4
Cc1cccc(C2Nc3cccc4cccc(c34)N2)c1	/	1	-9	0.5	1	/	0	-7
O=C(CSc1ncccc1-c1nc2ccccc2[nH]1)Nc1ccc2c(c1)OCCO2	5	1	-6	/	5	8	/	/
CCCCCCN1C[C@H](n2cc(-c3ccc(F)cc3)nn2)[C@@H](O)C[C@@H]1c1ccccc1	3	0	-4	0.0	0	4	3	11
Cc1cccc(NC(=O)c2ccc(S(=O)(=O)N3CCC(C)CC3)cc2)n1	-2	-1	1	-0.1	-4	/	-2	-2

Filtered by structure, those above with an aryl methoxy group.
SMILES	miR122 inh	Cneo AK release	PglD DTNB	E-sel inducer	RAD54 inh	PGC1a acetyl inh	ERAP1 HTS inh	RAD52 anneal inh
COc1cc(-c2noc(-c3cccc(Cl)c3)n2)cc(OC)c1OC	-6	2	5	/	3	-4	/	/
COc1cccc(CN2CCC2(C)C(=O)Nc2ccc(C)cc2)c1F (configuration not stated)	5	-1	-1	-0.8	10	2	0	-4
COc1ccc(CNC(=O)c2sc(=O)n(Cc3ccc(S(=O)(=O)N(C)C)cc3)c2C)cc1	/	-1	3	/	2	/	/	-35
COc1ccc(CC(=O)N[C@@H](CCSC)C(=O)N2CCC3(CC2)NCCc2[nH]cnc23)cc1	-4	-5	-5	/	-6	-6	-4	-6
COc1ccc(S(=O)(=O)N(C)C[C@@H]2Oc3ccc(NC(=O)C4CCCCC4)cc3C(=O)N([C@H](C)CO)C[C@H]2C)cc1	1[16.7 µM]	-3	0	0.3	5	-4	1	-10
CCCCn1c(=O)[nH]c(=O)c2c1nc(-c1cccc(OC)c1)n2C	/	0	2	0.2	0	/	4	-8
COc1ccc(S(=O)(=O)N(C)C[C@@H]2Oc3c(NC(=O)c4cnccn4)cccc3C(=O)N([C@@H](C)CO)C[C@@H]2C)cc1	2[16.7 µM]	-1	11	5.3	0	-7	2	-14
COc1ccc(S(=O)(=O)Nc2cccc3c2O[C@@H](CN(C)C(=O)Nc2ccc(C(F)(F)F)cc2)[C@H](C)CN([C@H](C)CO)C3=O)cc1	15[16.7 µM]	-2	-2	-0.1	1	2	-2	-43
COc1ccc(C(=O)c2c(C)oc3ccc(O)cc23)c(OC)c1	-3	-3	1	/	-12	-8	1	-8
COc1cc(S(=O)(=O)Nc2ccccc2C)ccc1Cl	31	0	2	/	1	0	/	/
COc1ccc(CC(=O)c2ccc(OC)c(OC)c2C)cc1OC	-1	-1	0	-0.7	-19	3	2	-3
COc1c(/C=N/Nc2nc(N3CCCCC3)nc(N3CCCCC3)n2)cccc1[N+](=O)[O-]	-8	0	-5	/	9	-12	/	/
